IDH1 R132H inh – inhibitors of IDH1 R132H reductase, primary screen, biochemical, plate reader, single point; Isocitrate dehydrogenase [NADP] cytoplasmic (Homo sapiens), O75874; diaphorase/resazurin fluorescence, 60 min; inhibition, % at 10 µM; 70,000 compounds, 0.18% hits; in the data active = inhibition above about 34%;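 note: 0% = DMSO and 100% = no enzyme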
EZH2 inh – EZH2/PRC2 methyltransferase inhibitors, primary screen, biochemical, DELFIA time-resolved fluorescence, single point; Histone-lysine N-methyltransferase EZH2 (Homo sapiens), Q15910; PRC2 H3K27 methylation, DELFIA TRF, 1 h; inhibition, % at 12.5 µM; 57,000 compounds, 0.35% hits;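 active = mean inhibition of replicates at least 50% and every single replicate also reaching 50%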;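 note: dimethyl H3K27 on biotinylated H3 21-44 peptide detected by antibody; plate controls were median neutral control wells for no effect and median positive control wells for full effect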
Target sequence (Q15910 whole entry, looked up): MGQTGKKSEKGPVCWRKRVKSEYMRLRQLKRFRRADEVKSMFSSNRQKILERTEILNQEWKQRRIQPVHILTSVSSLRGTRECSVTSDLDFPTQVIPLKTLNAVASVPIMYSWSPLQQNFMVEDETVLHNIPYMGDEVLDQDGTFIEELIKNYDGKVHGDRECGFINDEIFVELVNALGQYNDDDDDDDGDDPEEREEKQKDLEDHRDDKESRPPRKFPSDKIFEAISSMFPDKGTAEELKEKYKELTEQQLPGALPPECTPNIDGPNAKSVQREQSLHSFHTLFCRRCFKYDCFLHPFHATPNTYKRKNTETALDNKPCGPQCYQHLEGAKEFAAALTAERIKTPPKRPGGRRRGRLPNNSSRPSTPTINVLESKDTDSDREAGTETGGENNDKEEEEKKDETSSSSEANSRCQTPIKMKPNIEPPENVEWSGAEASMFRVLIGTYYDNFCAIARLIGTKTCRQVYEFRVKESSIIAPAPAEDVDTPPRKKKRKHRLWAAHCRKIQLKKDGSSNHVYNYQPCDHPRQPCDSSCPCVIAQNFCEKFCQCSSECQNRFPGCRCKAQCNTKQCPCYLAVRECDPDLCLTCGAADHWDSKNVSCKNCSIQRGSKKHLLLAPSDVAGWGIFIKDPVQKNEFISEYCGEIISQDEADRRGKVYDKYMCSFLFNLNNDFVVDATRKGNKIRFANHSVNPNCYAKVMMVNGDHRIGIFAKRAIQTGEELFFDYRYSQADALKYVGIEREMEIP
Starred values were filed as active, the others as inactive; . = no result given. These rows are one share of the data; rates above refer to the full screens.

SMILES	IDH1 R132H inh	EZH2 inh
Cc1nn(C(=O)Cn2ccc([N+](=O)[O-])n2)c(C)c1I	0.3	1
Cc1noc(C)c1S(=O)(=O)Nc1ccc2c(c1)C(=O)N([C@H](C)CO)C[C@H](C)[C@@H](CN(C)C(=O)Nc1ccccc1)OCCCC[C@@H](C)O2	-0.5	.
C=C(C(=O)O)C(CCCCCC)C(=O)O (centres undefined)	0.4	2
CC(=O)N(C)C[C@@H]1Oc2ncc(C#C[C@H](C)O)cc2C(=O)N([C@@H](C)CO)C[C@H]1C	-0.9	-9
CC(C)(O)[C@@H]1Cc2cc3ccc(=O)oc3cc2O1	-0.7	-2
CNC[C@H]1Oc2cc(C#Cc3ccc(F)cc3)ccc2S(=O)(=O)N([C@@H](C)CO)C[C@@H]1C	-2.4	.
CC(C)NC(=O)N(C)C[C@@H]1Oc2ncc(C#CC3CC3)cc2C(=O)N([C@@H](C)CO)C[C@H]1C	-0.6	0
C[C@@H]1CCCCO[C@@H](CN(C)CC2CCCCC2)[C@@H](C)CN([C@H](C)CO)C(=O)c2cc(NC(=O)Nc3ccccc3)ccc2O1	1.5	.
Cc1cc(C(=O)Nc2cccc3c2O[C@H](CN(C)Cc2ccc(C(=O)Nc4ccccc4N)cc2)[C@@H](C)CN([C@@H](C)CO)C3=O)n(C)n1	.	-22
COc1ccc(CN(C)C[C@@H]2Oc3ccc(NC(=O)Cn4cnnn4)cc3CC(=O)N([C@H](C)CO)C[C@@H]2C)cc1	-1.1	4
O=S(=O)(N[C@H]1CC[C@H](CCn2cc(-c3ccccc3F)nn2)O[C@H]1CO)c1ccc(F)cc1	0.1	10
CS(=O)(=O)N(CC(=O)Nc1ccc(F)c(Cl)c1)C1CCCCC1	-0.8	0
C[C@@H]1CN([C@H](C)CO)C(=O)c2cccc(NC(=O)C3CCCCC3)c2O[C@H]1CN(C)Cc1ccc2c(c1)OCO2	.	-5
C=C(C)[C@@H]1CC=C(/C=N/NC(=O)CCCCCCC(=O)OC)CC1	0.3	-7
CCCNC(=O)N(C)C[C@@H]1Oc2cc(C3=CCCCC3)ccc2S(=O)(=O)N([C@@H](C)CO)C[C@@H]1C	5.6	-3
COc1ccc(-n2nc3c(c2NC(=O)c2ccccc2C(F)(F)F)CSC3)cc1	0.5	3
CC(C)NC(=O)NCC[C@H]1CC[C@@H](NC(=O)CCN2CCCCC2)[C@H](CO)O1	0.4	-14
C[C@@H]1CC[C@]2(C(=O)O)CC[C@]3(C)C(=CCC4[C@@]5(C)CC[C@@H](O)[C@](C)(C(=O)O)C5CC[C@]43C)C2[C@H]1C (some centres undefined)	-0.2	-13
COc1ccc(NC(=O)O[C@H]2[C@H](OC(=O)Nc3ccccc3)[C@H](OC(=O)Nc3ccccc3)[C@@H](OC)O[C@@H]2CO)cc1	.	-24
C/C=C/c1cnc2c(c1)C(=O)N([C@@H](C)CO)C[C@H](C)[C@@H](CN(C)C(=O)NC1CCCC1)O2	.	0
O=C(C[C@@H]1C=C[C@H](NC(=O)C2CCC2)[C@@H](CO)O1)NCc1ccccc1Cl	0.4	5
C[C@H](CO)N1C[C@H](C)[C@@H](CN(C)C(=O)c2ccncc2)OCCCC[C@H](C)Oc2ccc(NS(C)(=O)=O)cc2C1=O	-2.1	.
CNC[C@H]1Oc2c(NC(=O)C3CCOCC3)cccc2C(=O)N([C@@H](C)CO)C[C@@H]1C	2.1	6
Cc1sc(NC(=O)c2ccco2)c(C(=O)NCc2cccnc2)c1C	-0.2	-5
C[C@@H]1CN([C@H](C)CO)S(=O)(=O)c2ccc(C#CC3CCCC3)cc2O[C@@H]1CN(C)Cc1ccccc1C(=O)O	2.1	-10
Cc1noc(C)c1NC(=O)Nc1ccc2c(c1)C(=O)N([C@@H](C)CO)C[C@H](C)[C@H](CN(C)C(=O)NC(C)C)O2	0.2	.
Cc1noc(C)c1NC(=O)Nc1ccc2c(c1)C(=O)N([C@H](C)CO)C[C@@H](C)[C@H](CN(C)Cc1ccc(C(F)(F)F)cc1)OCCCC[C@H](C)O2	-1.2	.
C[C@@H]1CN([C@@H](C)CO)C(=O)c2cc(-c3ccccc3)cnc2O[C@@H]1CN(C)C(=O)Nc1ccc2c(c1)OCO2	-0.4	.
CO[C@@H]1CN(C)C(=O)c2ccc(NC(C)=O)cc2OC[C@H](C)N(C(=O)c2cccnc2)C[C@H]1C	-0.1	-6
O=C(C[C@H]1CC[C@@H](NC(=O)Nc2ccc(F)cc2)[C@H](CO)O1)NCc1ccccn1	-0.2	3
COc1ccc(S(=O)(=O)N(C)C[C@H]2Oc3ccc(NS(=O)(=O)c4ccc(C)cc4)cc3C(=O)N([C@@H](C)CO)C[C@H]2C)cc1	-0.2	.
C[C@@H]1CCCCO[C@@H](CN(C)C(=O)Cc2ccccc2)[C@H](C)CN([C@@H](C)CO)C(=O)c2cc(NC(=O)Nc3ccc(C(F)(F)F)cc3)ccc2O1	1.4	.
C[C@H](CO)N1C[C@H](C)[C@H](CN(C)CC2CC2)Oc2cc(C3=CCCCC3)ccc2S1(=O)=O	0.0	4
C[C@@H]1CN([C@@H](C)CO)C(=O)c2cc(N(C)C)ccc2O[C@@H]1CN(C)C(=O)Nc1cccc2ccccc12	1.6	11
C[C@H](CO)N1C[C@H](C)[C@@H](CN(C)Cc2ccccc2)Oc2ncc(-c3cccc(F)c3)cc2C1=O	-1.0	4
COc1ccccc1OCC(=O)Nc1ccccc1C(=O)Nc1cccc(C(=O)O)c1	-1.5	6
CCC(=O)N(C)C[C@H]1Oc2cc(-c3cccc(C#N)c3)ccc2S(=O)(=O)N([C@@H](C)CO)C[C@@H]1C	0.4	-41
COc1ccc(S(=O)(=O)N(C)C[C@@H]2Oc3ccc(NC(=O)Nc4cccc5ccccc45)cc3CC(=O)N([C@@H](C)CO)C[C@@H]2C)cc1	0.5	.
CC(=O)c1cccc(N(CC(=O)Nc2cc(C)cc(C)c2)S(C)(=O)=O)c1	-0.3	0
C[C@H]1CN([C@@H](C)CO)C(=O)Cc2cc(NC(=O)Cc3ccccc3)ccc2O[C@H]1CN(C)C(=O)NC1CCCCC1	2.6	11
COc1ccc(CN(C)C[C@@H]2Oc3ccc(NC(=O)Cc4ccccc4)cc3C(=O)N([C@H](C)CO)C[C@H]2C)cc1	.	18
O=C(CSc1ncnc2scc(-c3ccc(Br)cc3)c12)Nc1ccccc1	-0.5	-7
C[C@@H]1CN([C@@H](C)CO)S(=O)(=O)c2ccc(-c3ccncc3)cc2O[C@@H]1CN(C)C(=O)c1ccc2c(c1)OCO2	-0.1	.
O=C(N[C@H]1CC[C@@H](CC(=O)N2CCCCC2)O[C@@H]1CO)c1ccccn1	-0.1	-7
CC(C)C#Cc1ccc2c(c1)O[C@@H](CN(C)Cc1ccccc1)[C@H](C)CN([C@H](C)CO)S2(=O)=O	0.1	26
Cc1ccc2c(c1)c(-c1ccccc1)c(-c1ccccc1)n2CC(O)CN1CCN(CCO)CC1 (centres undefined)	-0.8	-37
O=C(NCC[C@H]1CC[C@H](NC(=O)c2ccccc2F)[C@@H](CO)O1)c1ccc2c(c1)OCO2	-0.3	1
COc1cc(OC)cc(OC)c1	-1.1	-17

Another view of part of the listing above.
| canonical_smiles | IDH1 R132H inh | EZH2 inh |
| --- | --- | --- |
| CC(=O)c1cccc(N(CC(=O)Nc2cc(C)cc(C)c2)S(C)(=O)=O)c1 | -0.3 | 0 |
| C[C@H]1CN([C@@H](C)CO)C(=O)Cc2cc(NC(=O)Cc3ccccc3)ccc2O[C@H]1CN(C)C(=O)NC1CCCCC1 | 2.6 | 11 |
| COc1ccc(CN(C)C[C@@H]2Oc3ccc(NC(=O)Cc4ccccc4)cc3C(=O)N([C@H](C)CO)C[C@H]2C)cc1 | . | 18 |
| O=C(CSc1ncnc2scc(-c3ccc(Br)cc3)c12)Nc1ccccc1 | -0.5 | -7 |
| C[C@@H]1CN([C@@H](C)CO)S(=O)(=O)c2ccc(-c3ccncc3)cc2O[C@@H]1CN(C)C(=O)c1ccc2c(c1)OCO2 | -0.1 | . |
| O=C(N[C@H]1CC[C@@H](CC(=O)N2CCCCC2)O[C@@H]1CO)c1ccccn1 | -0.1 | -7 |
| CC(C)C#Cc1ccc2c(c1)O[C@@H](CN(C)Cc1ccccc1)[C@H](C)CN([C@H](C)CO)S2(=O)=O | 0.1 | 26 |
| Cc1ccc2c(c1)c(-c1ccccc1)c(-c1ccccc1)n2CC(O)CN1CCN(CCO)CC1 (centres undefined) | -0.8 | -37 |
| O=C(NCC[C@H]1CC[C@H](NC(=O)c2ccccc2F)[C@@H](CO)O1)c1ccc2c(c1)OCO2 | -0.3 | 1 |
| COc1cc(OC)cc(OC)c1 | -1.1 | -17 |

Next section.
SMILES	IDH1 R132H inh	EZH2 inh
COc1cc([N+](=O)[O-])ccc1NC(=S)NCc1cn(-c2ccccc2)nc1-c1ccccc1	-0.3	-4
Cc1cc(C(=O)Nc2cccc3c2O[C@H](CN(C)Cc2ccccc2)[C@@H](C)CN([C@@H](C)CO)C3=O)n(C)n1	.	2
O=C(CSc1nnc(-c2cccnc2)o1)c1ccc2ccccc2c1	0.2	-3
C[C@@H]1CN([C@H](C)CO)C(=O)c2cc(C3=CCCCC3)cnc2O[C@@H]1CN(C)C(=O)Cc1ccncc1	5.4	-9
CC(C)CC#Cc1cnc2c(c1)C(=O)N([C@H](C)CO)C[C@@H](C)[C@@H](CN(C)C(=O)c1cnccn1)O2	-2.3	9
C[C@@H]1CN([C@@H](C)CO)S(=O)(=O)c2ccc(C#CCC3CCCC3)cc2O[C@@H]1CN(C)C(=O)CN(C)C	-0.9	.
COc1ccccc1NC(=O)N(C)C[C@@H]1Oc2ncc(C#CCC(C)C)cc2C(=O)N([C@@H](C)CO)C[C@H]1C	-3.5	0
CC(C)NC(=O)Nc1cccc2c1O[C@@H](CN(C)S(C)(=O)=O)[C@@H](C)CN([C@@H](C)CO)C2=O	-2.5	3
COc1ccc(CN(C)C[C@H]2Oc3c(NS(=O)(=O)c4cccs4)cccc3C(=O)N([C@@H](C)CO)C[C@@H]2C)cc1	0.1	.
COc1ccc(CN(C)C[C@H]2Oc3c(NC(=O)Nc4ccc(C(F)(F)F)cc4)cccc3C(=O)N([C@H](C)CO)C[C@H]2C)cc1	.	-19
CO[C@H]1CN(C)C(=O)c2ccc(NS(C)(=O)=O)cc2OC[C@H](C)N(C(=O)C2CCCCC2)C[C@@H]1C	0.0	-3
COc1cccc(NC(=O)Nc2ccc3c(c2)OC[C@H](C)NC[C@@H](C)[C@H](OC)CN(C)C3=O)c1	-0.5	4
CCc1ccc(CCC(=O)Nc2ccc(C(=O)O)cc2)o1	0.8	-18
C[C@H](CO)N1C[C@H](C)[C@@H](CN(C)CC2CC2)Oc2c(NC(=O)CCCCCC(=O)Nc3ccccc3N)cccc2C1=O	-0.1	10
O=C(N[C@@H]1CC[C@@H](CCNS(=O)(=O)c2ccc(F)cc2)O[C@H]1CO)c1cccc(F)c1	0.0	-6
C[C@@H]1CCCCO[C@@H](CN(C)C)[C@H](C)CN([C@H](C)CO)C(=O)c2cc(NC(=O)Nc3ccc(F)cc3)ccc2O1	1.6	-6
CC(Oc1ccc(Br)cc1)C(=O)NCc1cccnc1 (centres undefined)	1.2	-3
C[C@@H]1CN([C@H](C)CO)C(=O)c2cccc(NC(=O)Nc3ccccc3)c2O[C@H]1CN(C)Cc1ccncc1	.	-5
COc1ccc(S(=O)(=O)Nc2ccc3c(c2)CC(=O)N([C@@H](C)CO)C[C@H](C)[C@@H](CN(C)Cc2ccccc2)O3)cc1	-0.5	-3
C[C@@H]1CN([C@@H](C)CO)C(=O)Cc2cc(NS(=O)(=O)c3cn(C)cn3)ccc2O[C@H]1CN(C)CC1CC1	3.5	.
O=C(c1ccc(F)cc1)C1CCN(CCn2c(=S)[nH]c3ccccc3c2=O)CC1	-0.9	3
Cc1ccc(S(=O)(=O)Nc2ccc3c(c2)CC(=O)N([C@@H](C)CO)C[C@@H](C)[C@H](CN(C)C(=O)Nc2ccc(C(F)(F)F)cc2)O3)cc1	2.4	.
COc1ccc(-c2cc(-c3cccs3)nc(SC(C(=O)O)c3ccccc3)c2C#N)cc1 (centres undefined)	0.2	72*
COc1ccc(S(=O)(=O)Nc2ccc3c(c2)CC(=O)N([C@H](C)CO)C[C@H](C)[C@H](CN(C)Cc2ccc(C(=O)Nc4ccccc4N)cc2)O3)cc1	.	-9
CSc1ccc(C2C(C(=O)c3sc(C)nc3C)C(=O)C(=O)N2Cc2cccnc2)cc1 (centres undefined)	7.7	-5
COc1ccc(NC(=O)Nc2ccc3c(c2)CC(=O)N([C@H](C)CO)C[C@H](C)[C@H](CN(C)S(=O)(=O)c2ccccc2)O3)cc1	-1.1	.
Cc1ccc(S(=O)(=O)Nc2ccc3c(c2)CC(=O)N([C@H](C)CO)C[C@H](C)[C@H](CN(C)C(=O)Nc2ccc(C(F)(F)F)cc2)O3)cc1	-0.8	.
O=C(N[C@@H]1CC[C@@H](CCNC(=O)c2ccccc2F)O[C@@H]1CO)c1ccc2c(c1)OCO2	0.1	-1
O=C(NO)c1cccc(C(=O)N/N=C/c2cc(O)ccc2[N+](=O)[O-])c1	.	-23
CCC(=O)N(C)C[C@H]1Oc2cc(-c3cccc(OC)c3)ccc2S(=O)(=O)N([C@H](C)CO)C[C@@H]1C	-4.2	13
CCC(=O)N[C@H]1CC[C@H](CC(=O)NCC2CCCCC2)O[C@H]1CO	-0.1	3
COc1ccc(NC(=O)Nc2ccc3c(c2)C(=O)N([C@H](C)CO)C[C@H](C)[C@H](CN(C)Cc2ccc(C(F)(F)F)cc2)O3)cc1	0.2	-10
O=C(O)C1C2C=CC(C2)C1C(=O)N1CCc2c([nH]c3ccccc23)C1C(F)(F)F (centres undefined)	-1.6	-9
C[C@H]1CN([C@@H](C)CO)S(=O)(=O)c2ccc(-c3cccnc3)cc2O[C@H]1CN(C)Cc1ccccn1	0.2	3

High-throughput results as filed in PubChem.
